NCI-60 one-dose screen, 48 h, at 10 µM unless noted. Numbers give growth in % (100 = growth as untreated, 0 = no growth, -100 = all killed).
SNB-19: SNB-19 CNS cancer cells; actives 2.5% (n = 81,000); AID 1794751
SF-539: SF-539 CNS cancer; AID 1794752; actives 6.8% (n = 81,000)
PC-3: PC-3 prostate cancer cells; actives 3.9% (n = 80,000); AID 1794754
SF-268: SF-268 CNS cancer cells | actives 3.1% (n = 82,000)
DU-145: DU-145 prostate cancer; actives 4.2% (n = 81,000); AID 1794760
U251: U251 CNS tumor cells; actives 5.4% (n = 80,000); AID 1794753
OVCAR-8: OVCAR-8 ovarian cancer; actives 4.4% (n = 81,000)
SF-295: SF-295 CNS cancer cells; actives 5.6% (n = 79,000)
An asterisk follows results filed as active; nt = not tested or not shown. Rule for the calls: active = growth percent below 10; inactive = the rest.

The first 9 records, to show the layout:
SMILES	SNB-19	SF-539	PC-3	SF-268	DU-145	U251	OVCAR-8	SF-295
CCOC(=O)C1=C(c2ccccc2)N=C2SC3C(=NN(c4ccccc4)C3c3ccc(Br)cc3)N2C1c1cc(OC)c(OC)c(OC)c1 (stereo unspecified)	83.5	94.3	75.7	90.8	102.2	89.2	90.8	89.3
CCOc1cc2c(=O)[nH]cnc2c(OCC)c1OCC	98.8	96.2	93.9	103.3	108.7	89.8	98.4	94.9
O=C1Nc2ccccc2C(c2c[nH]c3ncccc23)N1 (stereo unspecified)	109.6	94.0	96.3	116.3	111.1	102.3	106.6	101.1
COc1ccc(/C=C(\C#N)n2nc3ccc(C(=O)Nc4ccc(SC)cc4)cc3n2)cc1	77.9	45.8	82.5	84.2	97.6	69.6	58.6	61.2
O=C(O)c1ccc(-n2cc(CNc3ccc(C(F)(F)F)cc3)c(-c3ccc(F)cc3)n2)cc1	96.4	95.6	86.7	95.0	106.5	89.4	85.9	76.3
CCOC(=O)c1ccc(N2C(=O)CC(SC3=NC(c4ccc(OC)cc4)C=C(c4ccccc4)N3)C2=O)cc1 (stereo unspecified)	114.3	100.5	92.6	108.2	115.8	109.3	102.3	98.1
C[Si](C)(C)N1C(=O)c2ccccc2C1=O	105.3	93.0	99.6	122.4	114.1	nt	95.8	103.2
c1ccc(CCCNCCc2ccccc2)cc1	98.4	106.8	95.2	91.7	107.5	96.6	88.8	102.3
O=C1c2cccnc2C(=O)c2c1c(C(=O)NCCCN1CCCCC1)c1ccccn21	-72.8*	-61.2*	-18.0*	-13.0*	-94.4*	-48.4*	-13.3*	-13.6*

The whole of this part (from the top)
SMILES	SNB-19	SF-539	PC-3	SF-268	DU-145	U251	OVCAR-8	SF-295
CCOC(=O)C1=C(c2ccccc2)N=C2SC3C(=NN(c4ccccc4)C3c3ccc(Br)cc3)N2C1c1cc(OC)c(OC)c(OC)c1 (stereo unspecified)	83.5	94.3	75.7	90.8	102.2	89.2	90.8	89.3
CCOc1cc2c(=O)[nH]cnc2c(OCC)c1OCC	98.8	96.2	93.9	103.3	108.7	89.8	98.4	94.9
O=C1Nc2ccccc2C(c2c[nH]c3ncccc23)N1 (stereo unspecified)	109.6	94.0	96.3	116.3	111.1	102.3	106.6	101.1
COc1ccc(/C=C(\C#N)n2nc3ccc(C(=O)Nc4ccc(SC)cc4)cc3n2)cc1	77.9	45.8	82.5	84.2	97.6	69.6	58.6	61.2
O=C(O)c1ccc(-n2cc(CNc3ccc(C(F)(F)F)cc3)c(-c3ccc(F)cc3)n2)cc1	96.4	95.6	86.7	95.0	106.5	89.4	85.9	76.3
CCOC(=O)c1ccc(N2C(=O)CC(SC3=NC(c4ccc(OC)cc4)C=C(c4ccccc4)N3)C2=O)cc1 (stereo unspecified)	114.3	100.5	92.6	108.2	115.8	109.3	102.3	98.1
C[Si](C)(C)N1C(=O)c2ccccc2C1=O	105.3	93.0	99.6	122.4	114.1	nt	95.8	103.2
c1ccc(CCCNCCc2ccccc2)cc1	98.4	106.8	95.2	91.7	107.5	96.6	88.8	102.3
O=C1c2cccnc2C(=O)c2c1c(C(=O)NCCCN1CCCCC1)c1ccccn21	-72.8*	-61.2*	-18.0*	-13.0*	-94.4*	-48.4*	-13.3*	-13.6*
Cc1ccc(-n2c(-c3ccccc3)c(-c3ccccc3)c3c(SCC(=O)n4nc(C)cc4C)ncnc32)cc1	91.2	91.3	70.0	91.8	100.8	89.2	84.6	83.4
CCCCOC(C)OCc1ccc2c(c1)OCO2 (stereo unspecified)	111.4	100.7	98.5	101.9	111.3	101.5	103.3	101.1
CCOC(=O)CNC(=O)CCC(NS(=O)(=O)c1ccc(C)cc1)C(=O)O (stereo unspecified)	101.8	99.8	88.8	98.9	105.8	101.6	97.9	95.2
Cc1nc(C(=O)O)c(C(=O)O)[nH]1	107.3	107.5	100.0	106.1	118.8	109.1	106.2	110.7
Cc1cc(=O)n(C(=S)Nc2cccc(Cl)c2)c2cc(O)ccc12	105.1	95.5	101.1	98.3	108.2	96.2	100.2	99.6
O=C(Nc1cc(C(F)(F)F)cc(C(F)(F)F)c1)Nc1cc(Cl)ccc1-c1nn[nH]n1	87.5	89.7	79.2	95.5	98.2	91.1	94.3	99.8
Cc1ccc(S(=O)(=O)Oc2nc3ccccc3nc2N(S(=O)(=O)c2ccc(C)cc2)S(=O)(=O)c2ccc(C)cc2)cc1	110.7	107.8	88.0	92.2	101.4	100.4	103.5	90.9
CC1=NN(c2nc3ccccc3nc2Cc2ccccc2)C(=O)C1	108.0	104.8	89.1	100.4	107.9	94.8	98.3	100.3
COc1ccc2c(c1OC)CCC2=O	106.0	93.9	97.7	106.8	104.5	99.3	99.3	92.5
CCCCOC(=O)c1cc2c3ccccc3oc(=O)c2c2nc3ccccc3n12	99.1	95.9	97.1	100.8	113.9	98.0	95.7	111.4
NC(=O)NNC(=O)Cc1ccccc1	103.1	93.1	100.2	105.3	102.1	99.1	101.6	105.3
Nc1ccccc1C(=O)NC1C(=O)Nc2ccccc21 (stereo unspecified)	100.2	90.3	74.5	96.5	108.1	102.2	98.9	104.1
CC(=O)Nc1ccc(S(=O)(=O)N/N=C\c2ccc(Cl)c(Cl)c2)cc1	103.4	111.1	83.6	100.4	109.8	95.5	102.6	108.2
COc1ccc2c(-c3cc4c(oc3=O)-c3ccccc3OC4OC(C)=O)cc(=O)oc2c1 (stereo unspecified)	67.7	88.7	77.8	71.8	81.3	87.4	64.1	92.4
N#Cc1c(NC(=O)c2ccco2)[n+]([O-])c2cc(F)c(F)cc2[n+]1[O-]	85.7	74.8	80.7	89.7	76.1	92.3	38.9	106.3
CCN(CC)C(=O)c1ccc(C)cc1	107.2	106.1	nt	103.2	108.1	110.5	118.1	122.0
Clc1ccc(CSc2nnc(-c3cccs3)n2-c2ccccc2)cc1	90.1	102.8	65.9	94.8	98.4	88.6	88.9	91.1
C[C@]12O[C@H]1CC[C@H]1[C@@]2(C)CC[C@]2(O)C(=O)O[C@H](c3ccoc3)C[C@]12C	101.8	97.6	93.7	98.2	99.9	96.8	95.6	93.7
O=[N+]([O-])c1cccc(-c2ccccc2-c2nc(-c3ccccc3)c(-c3ccccc3)n2C2CC2)c1	63.6	76.8	26.3	59.4	71.2	70.3	60.8	44.4
Oc1[nH]c2ccccc2c1N=Nc1nnc2n1N=C(c1ccc(Cl)cc1)CS2	90.5	87.7	96.9	84.7	77.3	93.1	102.9	104.1
Cc1ccc(Nc2nc(N)nc(N)c2N)cc1C	102.5	104.1	nt	119.3	119.6	101.5	107.8	103.9
COc1ccc(Cc2nnc(SCC(=O)Nc3ccc(C)cc3)n2-c2ccccc2)cc1	100.5	107.3	83.7	99.2	109.3	98.4	100.1	106.1
Cc1[nH]nc2ccc3nc(-c4cn[nH]c4C(F)(F)F)c4c(c3c12)CCCC4	3.5*	-67.2*	5.0*	18.0	5.7*	7.2*	4.1*	-12.9*
Cc1ccc2c(n1)C(=O)C(Oc1ccc(C(F)(F)F)cc1)=CC2=O	95.6	100.9	90.7	90.6	106.1	92.8	80.2	99.6
COc1ccc(-c2c(C#N)c(=O)[nH]c3c2c(N)nn3-c2ccccc2)cc1	101.6	97.3	99.7	99.9	110.9	98.8	103.1	115.1
CC(C)c1ccc2c(N)c(C(=O)Nc3ccc(C(F)(F)F)cc3)sc2n1	89.6	84.4	74.3	91.9	94.4	90.3	83.1	60.0
Nc1c(N)c(Cl)c(Cl)c(Cl)c1Cl	97.6	68.8	74.2	73.4	116.8	103.8	101.5	129.1
O=S(=O)(Cl)c1cc(Cl)c(Cl)cc1Cl	98.8	94.4	90.4	97.8	112.5	91.0	106.0	104.5
COc1ccc(C(O)c2cnccc2NC2CCCCC2)cc1OC (stereo unspecified)	94.3	93.1	85.2	93.2	103.5	94.6	95.9	84.7
O=C(O)c1ccc2c3ccc(C(=O)O)c4c(C(=O)O)ccc(c5ccc(C(=O)O)c1c25)c43	96.8	94.2	101.0	104.6	112.2	105.6	98.0	84.5
CCOc1ccc2nc(N(C=O)Cc3ccc(C(C)C)cc3)sc2c1	103.0	101.3	97.9	96.4	109.5	97.8	103.2	101.0
O=C1C(Cl)C(c2ccccc2[N+](=O)[O-])N1n1cnnc1 (stereo unspecified)	101.5	92.5	88.8	99.8	106.1	98.3	91.9	103.5
N#CC1=CC2CN(Cc3ccccc3)C1C1C(=O)N(c3ccccc3)C(=O)C21 (stereo unspecified)	101.0	98.5	100.9	106.7	104.9	nt	98.2	98.7
COc1ccc(C(=O)/C=C/c2c(Cl)nc3c(c(C)nn3-c3ccccc3)c2-c2ccc(Br)cc2)cc1	101.3	nt	106.8	102.8	112.5	110.3	nt	103.3
COc1ccc(-c2[nH]c3ncc(-c4ccc(OC)cc4)n3c(=O)c2C#N)cc1	89.4	91.4	94.3	91.4	107.1	93.0	96.8	97.8
COc1ccc(-c2cc(-c3ccccc3)nc(SCCCCCC(=O)O)n2)cc1	104.1	97.7	107.8	95.1	107.5	104.5	100.4	99.4
O=c1/c(=C/Nc2cccc(O)c2)sc2ncnn12	103.1	112.8	105.5	96.1	105.7	103.6	111.6	90.8
COc1ccc(CC2CC(=O)OC2=O)cc1 (stereo unspecified)	104.0	104.5	85.2	106.4	114.6	95.1	100.9	102.8
CN1CC(c2ccc(Cl)cc2)C(C(=O)c2ccc(O)cc2)C12C(=O)c1ccccc1C2=O (stereo unspecified)	100.1	94.5	95.7	95.8	109.3	100.3	100.2	102.8
CCCC1CC(C(=O)NC(C(C)Cl)C2OC(SC)C(O)C(O)C2O)N(C)C1 (stereo unspecified)	98.1	92.8	90.5	100.4	110.2	99.7	103.4	nt
[O-][n+]1onc(Sc2ccccc2)c1-c1ccncc1	97.8	99.6	nt	102.6	110.1	99.3	103.0	99.5
COc1ccc(/C=C2\SC(=Nc3cc(C)[nH]n3)NC2=O)cc1	90.8	95.8	81.0	95.8	100.6	98.1	102.5	86.3
CC(=O)OC(C)CC(OC(C)=O)C(C)C (stereo unspecified)	104.3	95.6	99.0	101.6	106.0	99.6	103.6	95.0
COc1cc(Cl)cc(-c2nn(-c3cccc(NC(=O)Nc4ccc(Cl)c(Cl)c4)c3)cc2-c2ccncc2)c1	17.8	20.9	-5.0*	25.3	12.1	3.0*	1.9*	-2.4*
COc1cc(-c2ccc(N=Nc3c(O)c(C(=O)Nc4ccccc4OC)cc4ccccc34)c(OC)c2)ccc1N=Nc1c(O)c(C(=O)Nc2ccccc2OC)cc2ccccc12	96.0	103.1	93.4	87.5	nt	94.0	99.3	95.1
Cc1ccccc1[C@@H]1C[C@@H]2Cc3cc(Br)c4ccccc4c3N1O2	95.2	104.8	nt	106.0	122.3	107.1	106.2	99.6
Nc1ccc(C(Cl)=C(Cl)Cl)cc1[N+](=O)[O-]	108.7	96.6	106.4	61.6	64.5	85.1	93.3	88.8
CCCCn1cnc2c(SCc3ccc(Cl)cc3)nc(N)nc21	71.7	97.1	81.3	68.4	84.8	95.7	87.5	80.0
O=[N+]([O-])CC(c1ccccc1)c1c[nH]c2ccccc12 (stereo unspecified)	58.0	50.2	86.1	65.1	84.1	35.7	52.7	44.1
CC(C)(C)c1ccc(C(=O)Nc2sc3c(c2C#N)CCC(=O)C3)cc1	14.1	-35.6*	8.4*	22.4	64.2	16.4	16.6	10.3
COc1cc(-c2nc(C(=O)NCCC(=O)O)nn2-c2ccc(Cl)cc2)cc(OC)c1OC	95.1	100.1	90.9	109.9	110.7	95.0	98.2	102.8

Remaining list, next part.
SMILES	SNB-19	SF-539	PC-3	SF-268	DU-145	U251	OVCAR-8	SF-295
CC1(C)CC[C@]2(C(=O)NCCCNCCCCN)CC[C@]3(C)C(=CC[C@@H]4[C@@]5(C)CCC(=O)C(C)(C)[C@@H]5CC[C@]43C)[C@@H]2C1	83.2	90.2	69.4	92.7	101.1	83.1	99.2	101.3
Cc1nn(-c2ccccc2)c2nc(C(F)(F)F)nc(Nc3ccc(NCc4c(-c5ccccc5)no[n+]4[O-])cc3)c12	88.0	78.1	45.6	68.6	82.3	69.9	89.7	76.6
O=c1cc(-c2nc3cc(Cl)c(F)cc3s2)c2ccc(Cl)cc2o1	93.5	95.9	94.6	109.4	111.4	99.2	107.3	103.0
Clc1ccc2c(Cl)cc(Cl)nc2c1	109.8	103.7	103.9	104.0	109.7	104.1	106.6	98.9
O=C1CC(c2ccccc2)=NO1	99.1	102.0	96.6	nt	nt	nt	99.6	106.4
CCCn1c(=O)[nH]c(N)c(C(c2ccccc2F)c2c(N)[nH]c(=O)n(CCC)c2=O)c1=O	91.0	89.3	72.8	80.7	93.9	76.3	81.1	76.0
Clc1ccc2oc3c(NCCCN4CCOCC4)c4ccccc4nc3c2c1	35.9	19.9	40.7	38.1	16.8	23.0	23.3	17.4
COc1nc2ccccc2cc1/C=N/O	91.8	89.2	82.8	86.1	108.2	98.4	86.1	97.0
CC(C)(C)c1cc(N(C(=O)c2cnco2)C2CCCC2)cc(C(C)(C)C)c1O	66.4	88.6	24.8	78.3	75.9	50.7	40.3	48.9
O=C(O)c1ccc(Cn2cnc3c(=O)[nH]cnc32)cc1	103.3	96.6	115.0	117.3	nt	112.2	109.5	109.8
COc1ccccc1-c1ccc2c3c(cccc13)C(=O)N(N1C(=O)c3cccc4cccc(c34)C1=O)C2=O	102.0	96.0	88.3	100.6	104.9	103.8	107.3	104.7
CCC(NN)C(=O)OCc1ccccc1 (stereo unspecified)	102.9	97.0	99.2	111.1	116.3	105.4	98.7	115.8
Nc1ccccc1-c1cccc(Oc2ccc3nnc(Cl)n3n2)c1	94.6	89.1	82.0	88.6	103.5	98.2	88.6	96.5
CNc1ccc(C(C2=C(O)COC2=O)c2cc(OC)c(OC)c(OC)c2)cc1 (stereo unspecified)	108.9	106.7	110.6	97.7	112.5	106.2	109.4	119.8
